# From PubChem BioAssay
# PTAP TSG101 blk = blocks PTAP/TSG101 interaction to inhibit HIV-1 budding; Fluorescence polarization, FITC-PTAP peptide / Tsg101 binding; 340,000 tested, under 10 active; Potency, µM (top dose mostly 115 µM), without a hit: at the highest dose activity change, negative = inhibition, most hits filed as inhibitors; AID 493005; active means well fitted inhibition curve with a large enough effect in the main read-out, with a control signal flat, not every such curve was filed as active; inconclusive means small, poorly fitted or top-dose-only effect, or effect the other way, or a change in a side signal; inactive means no such curve, though single readings can be large or run the other way; further: potency means the concentration at half of the fitted maximal effect; % of control where 0% means no effect
#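 Steps: Tsg101 binding domain dispensed (10 uM final), compounds pinned in DMSO, FITC-labeled PTAP-motif peptide added (50 nM final); after 20 min binding at room temperature, polarization measured.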
# Tb PFK inh = blocks T. brucei phosphofructokinase. O15648. T. brucei PFK, ADP-Glo luminescence. Potency, µM (doses to about 57.5 µM), for the others: at the highest dose activity, negative = inhibition, hits mostly inhibitors. actives 0.17% (n = 330,000);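 further: potency means the concentration at half of the fitted maximal effect; 0% = uninhibited 1x PFK enzyme wells and -100% = no-enzyme wells; nearly all actives have a fitted effect of over 60% in size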
# Target sequence (O15648 whole entry, looked up): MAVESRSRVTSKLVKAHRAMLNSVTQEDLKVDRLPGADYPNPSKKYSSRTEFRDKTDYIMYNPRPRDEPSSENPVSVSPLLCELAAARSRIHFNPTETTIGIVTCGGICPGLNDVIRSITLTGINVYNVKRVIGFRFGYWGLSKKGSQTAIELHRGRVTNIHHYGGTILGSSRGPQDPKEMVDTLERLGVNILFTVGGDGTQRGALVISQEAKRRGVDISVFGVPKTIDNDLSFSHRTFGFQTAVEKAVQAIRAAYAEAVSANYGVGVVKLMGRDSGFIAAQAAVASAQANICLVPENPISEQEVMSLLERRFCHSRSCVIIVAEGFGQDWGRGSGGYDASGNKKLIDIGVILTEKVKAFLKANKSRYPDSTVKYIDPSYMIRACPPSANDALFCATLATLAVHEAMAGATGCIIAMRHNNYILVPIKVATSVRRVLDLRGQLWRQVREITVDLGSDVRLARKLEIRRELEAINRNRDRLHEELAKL
#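 Compounds were pin-transferred as a titration series up to 57 uM into substrate buffer (0.5 mM F6P, 0.1 mM ATP, pH 8.0), then 1.25 nM PFK was added and reactions ran 45 min before ADP-Glo detection.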
# B2AR arrestin = recruits beta-arrestin to the human beta2-adrenergic receptor; beta-arrestin recruitment to beta2AR, cell-based reporter; Potency, µM (doses to about 46.1 µM), for inactives: top-dose activation, hits mostly activators; actives 0.02% (n = 330,000);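 further: potency means the concentration at half of the fitted maximal effect; 0% = DMSO controls and full agonism = EC100 isoproterenol or metaproterenol; nearly all actives have a fitted effect of over 65% in size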
# uPA surface inh = blocks generation of uPA at the cell surface; cell surface uPA generation assay, qHTS; Potency, µM (doses to about 38.3 µM), without a hit: top-dose activity change, negative = inhibition, actives largely listed as inhibitors; actives 0.31% (n = 330,000); AID 540303; active means well fitted inhibition curve with a large enough effect; inconclusive means small, poorly fitted or top-dose-only effect; inactive means no such curve, though single readings can be large or run the other way; tested in mouse RAW 264.7 cells; further: potency means the concentration at half of the fitted maximal effect; on the % scale 0 is the no-effect control and ±100 the full control effect; nearly all actives have a fitted effect of over 55% in size
# TCR act = activators of T cell receptors. primary human leukocytes, anti-CD3, IL-2 HTRF, 48 h. Potency, µM (top dose mostly 9.22 µM), without a hit: at the highest dose activation of IL-2 secretion, actives largely listed as activators. 330,000 tested, under 10 active; further: % of control where 0% means no effect
#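 Readout: HTRF IL-2, Eu-cryptate/d2 antibody pair, 320nm excitation, 665nm emission. Stimulus: a-CD3 beads, no co-stimulation. Cells: primary human leukocytes. Exposure: 48 hr with compound.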
# ELG1 repair inh = inhibitors of ELG1-dependent DNA repair in HEK293T cells. HEK293T ELG1-luciferase reporter, luminescence, 16 h; DNA damage induced by 5-fluorouridine. Potency, µM (series often up to 46.1 µM), for inactives: top-dose activity change, negative = inhibition, actives largely listed as inhibitors. actives 2.3% (n = 330,000); further: potency means the concentration at half of the fitted maximal effect; on the % scale 0 is the no-effect control and ±100 the full control effect; nearly all actives have a fitted effect of over 55% in size
#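 Reporter activity after DNA damage by 5-fluorouridine is monitored. Compound-treated cells incubate 16 hr at 37 °C, then ONE-Glo is added for 30 min before luminescence reading.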
# USP2a block = USP2a (human) protease inhibition. O75604. USP2 core, Ub-CHOP2 coupled fluorogenic reporter, 485/531. Potency, µM (highest dose often 38.3 µM), for inactives: top-dose activity change, negative = inhibition, hits mostly inhibitors. actives 0.01% (n = 330,000). AID 463254;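 further: potency means the concentration at half of the fitted maximal effect; plate controls were DMSO wells for no effect and full inhibition by NEM control for full effect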
#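 USP2 core (10nM final) preincubated 30min RT with compound in 20mM Tris-HCl pH 8.0, 2mM CaCl2, 2mM beta-mercaptoethanol, 0.05% CHAPS; 25nM Ub-CHOP2 plus 25nM reporter substrate added, fluorescence (Ex485/Em531) read after 60min.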
# TSHR antagonist = human thyrotropin receptor antagonism; P16473; TSHR-expressing cells, TSH-stimulated cAMP HTRF, 2 h; hits give low values; activity change, negative = inhibition, % at 11.5 µM; actives 0.2% (n = 330,000); AID 504810;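 active means activity change below a set negative limit, meaning inhibition stronger than a set level, cut at about -70% in these data; inconclusive means activity change between two set negative limits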; further: on the % scale 0 is the no-effect control and ±100 the full control effect
#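 Inhibition of cAMP made by TSHR-expressing cells under TSH stimulation (4nM final, EC80; 2 h, 37 deg C) is quantified with a one-step lysis HTRF kit, anti-cAMP cryptate versus cAMP-d2.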
# Mito fusion yeast = blocks mitochondrial division or promotes mitochondrial fusion; S. cerevisiae fusion-defective mutant growth rescue, CellTiterGlo 48 h; Potency, µM (top dose mostly 46.1 µM), without a hit: top-dose growth rescue (activation), hits mostly activators; actives 0.23% (n = 320,000);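 further: potency means the concentration at half of the fitted maximal effect; % of control where 0% means no effect; nearly all actives have a fitted effect of over 45% in size; temperature-sensitive fusion mutants such as fzo1-1 at 37 °C on non-fermentable ethanol glycerol medium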
#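 Read-out: ATP-based luminescence (CellTiterGlo, 10 min ambient) reporting growth of fusion-defective ts yeast after 48 hours at 37C on glycerol/ethanol YPEG medium in the presence of compound.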
# BCR signal inh = inhibitors of chronic active B-cell receptor signaling | ABC-DLBCL IkBa-CBG/CBR reporter, luminescence ratio, 4 h | Potency, µM (series often up to 46.1 µM), for the others: at the top dose ratio change, negative = lower green/red ratio, hits mostly inhibitors | actives 0.05% (n = 340,000); active means well fitted inhibition curve with a large enough effect in the signal ratio, with a control signal flat, not every such curve was filed as active; inconclusive means small, poorly fitted or top-dose-only effect, or effect the other way, or a change in a side signal; the % refers to the signal ratio;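 further: potency means the concentration at half of the fitted maximal effect; plate controls were basal doxycycline-induced cells for no effect and cells given 10 µM MG132 for full effect; MG132 reads +100%, hits lower the ratio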
#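 Cell line TMD8 (human ABC DLBCL), stably expressing tet-inducible CBG68-IkBa fusion and CBR; IMDM/0.5% FBS; cpd up to 46 uM; dox induction, 4 h, 37C/5% CO2; dual luminescence; green/red ratio; MG132 control.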
# Eya2 phos inh = inhibitors of human Eya2 phosphatase activity. O00167. recombinant Eya2, OMFP fluorescence dephosphorylation (OMFP is methylfluorescein phosphate). actives 0.006% (n = 330,000). Potency, µM (doses to about 76.9 µM), for inactives: at the top dose activity, negative = inhibition, usual class: inhibitors. AID 488837; further: potency means the concentration at half of the fitted maximal effect; on the % scale 0 is the no-effect control and ±100 the full control effect
# Target sequence (O00167 whole entry, looked up): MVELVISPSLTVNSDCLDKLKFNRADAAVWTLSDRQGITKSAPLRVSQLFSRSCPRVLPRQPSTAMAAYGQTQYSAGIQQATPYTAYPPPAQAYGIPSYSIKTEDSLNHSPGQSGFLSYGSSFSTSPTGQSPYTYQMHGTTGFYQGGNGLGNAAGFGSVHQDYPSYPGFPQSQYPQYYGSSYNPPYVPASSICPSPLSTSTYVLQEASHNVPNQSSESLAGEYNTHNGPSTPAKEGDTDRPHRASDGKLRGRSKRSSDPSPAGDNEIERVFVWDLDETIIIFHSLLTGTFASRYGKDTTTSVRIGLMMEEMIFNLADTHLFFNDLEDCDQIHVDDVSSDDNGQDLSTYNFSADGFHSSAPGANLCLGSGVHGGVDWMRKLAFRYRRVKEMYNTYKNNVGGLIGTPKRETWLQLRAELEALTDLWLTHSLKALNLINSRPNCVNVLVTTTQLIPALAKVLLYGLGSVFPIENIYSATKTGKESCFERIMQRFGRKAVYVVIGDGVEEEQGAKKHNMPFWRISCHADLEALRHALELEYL
#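 Eya2 protein (added as 0.2 uM solution) was preincubated with compound for 10 min at ambient temperature in 50 mM HEPES pH 7.5, 50 mM NaCl, 5 uM MgCl2, 0.05% BSA, 1 mM DTT. OMFP (added at 50 uM) then reacted 10 min; fluorescence read at 485/525 nm.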
# The depositor's hits bear a star; ? = inconclusive; · = not tested or not shown; [ ] = another dose, or the depositor's remark. Unless noted, the call rests on the fitted dose curve; in most records, active means well fitted curve in the direction sought with a large enough effect; inconclusive means small, poorly fitted or top-dose-only effect, or another doubt; inactive means no such curve, though single readings can be large; an effect the other way counts as inactive or inconclusive. Hits appear at their usual frequency; about 3% have a hit in one of these screens.
SMILES,PTAP TSG101 blk,Tb PFK inh,B2AR arrestin,uPA surface inh,TCR act,ELG1 repair inh,USP2a block,TSHR antagonist,Mito fusion yeast,BCR signal inh,Eya2 phos inh
O=C(O)Cc1nc2nc3c(c(=O)n2[nH]1)CCCC3,-7%,1%,2.5%,·,-1%,9%,-2%,11,0%,4%,0%
COc1cc(/C=C2\SC(=Nc3ccccc3)NC2=O)cc(Cl)c1O,?,8%,-0.1%,-7%,0%,2%,16%,-21,18%,?,?
C/C(=C\C(=O)Nc1cc(C)on1)c1ccccc1,-19%,-1%,0.0%,·,-6%,?,0%,-4,-8%,2%,-38%
CNC(=O)CN(c1cc(OCCOC)c(Cl)cc1Cl)S(=O)(=O)c1ccccc1,0%,-5%,-0.1%,28%,-4%,-14%,5%,1,12%,-17%,6%
Cc1cc(NC(=O)CN2C(=O)NC3(CCCCCC3)C2=O)no1,-5%,10%,0.0%,1%,9%,7%,-4%,2,0%,-3%,-14%
Cc1ccc(NC(=S)NCc2ccc3c(c2)OCO3)cc1C,-3%,1%,-0.6%,3%,0%[46.1 µM],?,0%,1,20%,1%,4%
Cc1ccc(NC(=O)c2nc[nH]c2C(=O)N2CCCCC2)c(C(=O)c2ccccc2)c1,-3%,-1%,0.4%,0%,1%,-27%,0%,-4,1%,-2%,-7%
Cc1ccc(SCC(=O)Nc2ccc(S(=O)(=O)Nc3ncccn3)cc2)cc1,-4%,-1%,-1.2%,10%,-1%,2%,2%,-10,-2%,-11%,5%
COc1cccc(C(=O)NCC(=O)N2CCN(c3ccc(C(F)(F)F)cn3)CC2)c1,1%,1%,-3.4%,-2%,1%,-20%,-1%,-17,8%,-7%,13%
O=C1C2C3C=CC(C3)C2C(=O)N1CCCCCCN1C(=O)C2C3C=CC(C3)C2C1=O (stereo unspecified),0%,2%,-0.3%,1%,1%,?,2%,4,-6%,?,1%
O=C(CCNC(=O)c1ccccc1)NNC(=O)c1ccccc1Br,-3%,0%,0.0%,21%,-3%,28%,2%,·,·,3%,-5%
O=C(Cc1cccs1)Nn1c(Cc2cccs2)nc2ccccc2c1=O,-2%,-1%,0.3%,6%,-2%,-5%,-2%,-6,-3%,-1%,7%
CCOC(=O)c1ccc(N2CCN(c3ccccc3F)CC2)c(NC(=O)Nc2ccccc2)c1,4%,0%,-1.0%,-6%,1%[46.1 µM],?,-2%,-8,3%,8%,-2%
Cc1nc2ccc(Br)cc2c(-c2ccccc2)c1C(=O)O,-3%,2%,-0.4%,-2%,-51%,5%,0%,5,1%,?,-6%
O=C(COC(=O)c1c(F)cccc1Cl)NC1CCCCC1,-4%,-3%,-0.1%,4%,-3%,?,1%,-14,0%,-11%,-17%
COCCN1C(=O)c2ccccc2C(C(=O)NCCN(C)C)C1c1ccc(F)cc1 (stereo unspecified),0%,12%,0.2%,5%,·,2%,-2%,3,0%,?,-10%
CCCC(=O)Nc1ccc2c(c1)nc(CN1CCN(C(=O)OCC)CC1)n2C,-1%,1%,-0.1%,-2%,-3%,-3%,0%,-5,2%,?,-6%
COc1ccc(-n2c(CN3CCN(c4ccccc4OC)CC3)nc3ccc([N+](=O)[O-])cc3c2=O)c(OC)c1,-9%,-11%,-0.4%,-17%,1%,-12%,1%,-5,-2%,-11%,?
O=C(Nc1ccc2ccccc2c1)[C@@H]1C[C@H]1[C@@H](NP(=O)(c1ccccc1)c1ccccc1)c1ccccc1,·,1%,-0.6%,-1%,11%,12%,0%,?,2%,2%,6%
Cc1c(O)ccc2c(CN3CCN(CCO)CC3)cc(=O)oc12,-3%,3%,-0.3%,-3%,-307%,9%,4%,1,-1%,-1%,15%
Cc1ccc(C)c(N(C)S(=O)(=O)c2ccc3[nH]cc(C(=O)NCCN4CCOCC4)c(=O)c3c2)c1,-4%,-7%,-0.2%,-1%,2%[46.1 µM],-29%,3%,0,-17%,0%,4%
S=C(Nc1cccc2ccccc12)NC1CCCCC1,1%,-1%,0.2%,3%,-4%,?,0%,-7,14%,?,-5%
CCCCn1c(SCC(=O)c2ccccc2)nc2ccsc2c1=O,-3%,-2%,0.1%,-8%,1%[46.1 µM],?,1%,-12,16%,1%,-8%
Cc1ccc(S(=O)(=O)NC(=O)NCc2ccccc2)cc1,-4%,-2%,0.4%,·,3%,14%,-1%,-3,-1%,-9%,11%
O=C(CCC1CCN(C(=O)c2ccco2)CC1)NCc1ccc(F)cc1,-1%,-6%,0.5%,0%,0%,-5%,-5%,3,-1%,4%,2%
CN(C(=O)COC(=O)c1ccc(Cl)cc1N)C1CCCCC1,-2%,0%,-0.1%,4%,4%,23%,4%,-11,-19%,?,5%
COc1cc(NC(=O)CN2C(=O)C(=O)N(C3CCCC3)C2=O)cc(OC)c1,-6%,-11%,0.2%,5%,-3%,18%,-1%,11,-4%,?,-4%
COc1ccc(-n2c(CNC(=O)COc3ccc(Cl)cc3Cl)n[nH]c2=S)cc1,-1%,-9%,0.1%,?,5%,17%,-1%,2,-1%,?,4%
CC(=O)c1ccc(N2CCN(C(=O)c3ccc(NC(=O)C4CCCO4)cc3)CC2)cc1 (stereo unspecified),-1%,9%,-1.9%,-4%,-55%,-1%,-4%,-3,-2%,-5%,-22%
O=C(Nc1ccc(S(=O)(=O)N2CCCCC2)cc1)c1ccc(CN2CCOCC2)cc1,-13%,0%,-0.3%,-23%,1%[46.1 µM],7.3µM*,1%,?,2%,?,1%
Cc1ccc(-c2nc(C)sc2CC(=O)Nc2cccc(C)c2C)cc1,-2%,-1%,-0.6%,0%,-5%[46.1 µM],-24%,1%,-3,-2%,5%,-25%
CC(=O)NN1C(=O)/C(=C/c2ccc(Br)o2)SC1=S,-9%,5%,-0.4%,-7%,-7%,-30%,-1%,11,1%,?,22%
Fc1ccc(/C=N/N2CCCCC2)c(F)c1,-7%,12%,-0.4%,7%,-3%,5%,2%,-1,-8%,2%,-12%
Cc1cccn2c(=O)nc(SCC(=O)NC3CCCCC3)nc12,-7%,-6%,-0.1%,-1%,-8%,17%,2%,3,1%,-6%,-3%
N=C1N(/N=C/c2ccccc2)C(=Nc2ccccc2)C(=S)N1c1ccccc1,1%,0%,-0.4%,1%,5%[46.1 µM],18%,4%,-10,0%,?,-3%
COc1ccccc1-c1c(C)nn2c(N3CCC(C)CC3)cc(C)nc12,-5%,-2%,-0.9%,1%,-3%,?,0%,-4,-1%,0%,18%
Cc1cc([N+](=O)[O-])nn1CCCC(=O)Nc1cccc(Cl)c1Cl,-1%,-3%,-1.2%,3%,-6%,-13%,3%,-2,5%,-3%,6%
CCC1(c2ccccc2)NC(=O)N(CC(=O)Nc2cc(S(=O)(=O)N3CCCCCC3)ccc2OC)C1=O (stereo unspecified),-4%,-1%,-0.1%,1%,-2%,?,-1%,-3,-10%,?,-25%
CCOc1ccccc1NC(=O)COC(=O)CN1C(=O)NC(C)(C)C1=O,-1%,0%,0.4%,-1%,6%,?,-1%,22,·,0%,-37%
COc1ccc(/C=N/NC(=O)CSCC(=O)Nc2ccccc2)cc1,2%,0%,0.1%,3%,4%,15%,4%,0,-2%,1%,?
CCc1ccccc1NC(=O)Nc1c(C)n(C)n(-c2ccccc2)c1=O,0%,1%,0.0%,15%,0%,10%,-1%,8,0%,3%,-3%
Cc1ccc(C)c(OCC(=O)Nc2ccccc2C(=O)N2CCN(C)CC2)c1,0%,-3%,-0.5%,-1%,-1%,2%,0%,2,-6%,-4%,-2%
CCN1CC=C2C(C#N)=C(N)C(C#N)(C#N)C(c3cc(Cl)ccc3Cl)C2C1 (stereo unspecified),?,-8%,-0.4%,0%,-11%,-27%,12%,-4,-3%,4%,14%
Nc1nc(C2CCCCC2)cs1,-5%,3%,-0.7%,·,-2%,?,1%,3,0%,-27%,-6%
O=C(CCOc1ccccc1)N1CCN(S(=O)(=O)c2ccccc2F)CC1,-2%,-5%,0.0%,-3%,-2%,17%,1%,0,3%,0%,-1%
COc1ccc(OCC(=O)Nc2ccc(N3CCOCC3)c(Cl)c2)cc1,1%,8%,0.0%,-1%,-11%,?,1%,-9,5%,-10%,17%
